# Source: PubChem (several laboratories)
# Yfh1-depleted yeast: enhancers of respiration in Yfh1-depleted yeast, dose response, Friedreich's ataxia, plus single-dose screen (AID 1465) | S. cerevisiae Yfh1-off respiration, WST-1 reduction, 72 h; higher fold induction means a stronger effect | hit rate 0.074% among 220,000 | one-dose fold induction at 50 µM; EC50 in µM for titrated hits;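 active means fold induction of absorbance versus untreated yeast above a set limit, then at least 30% activation at any dose in follow-up; inconclusive means repeats straddling the limit, or above it without dose testing; inactive means fold induction below the set limit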;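 further: activators that raise dye reduction in frataxin-depleted yeast; strong numbers were not always called active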
# bCat nuc transl: alters nuclear translocation of beta-catenin in HeLa cells; immunofluorescence imaging; nuclear translocation activity, % at 5 µM; hit rate 0.3% among 190,000; AID 1665;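 active means nuclear translocation activity above 50% at 5 µM, with a well cell count of 50 or more; inconclusive means wells under 50 cells across six images, flagged as toxic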;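 further: per-cell ratio of nuclear to cytoplasmic median beta-catenin stain intensity; plate controls were DMSO negative control for no effect and GSK-3 inhibitor IX positive control for full effect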
#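 assay system = human HeLa cells, endogenous beta-catenin | times = compound treatment 24 h, 37°C, 5% CO2 | detection = Anti-beta-catenin immunofluorescence on PFA-fixed, Triton-permeabilized cells, DAPI nuclei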
# AID2073: inhibitors of Mint1-CaV2.2 protein interaction, biochemical, HTRF (AID 2073). inhibition, % at 20 µM; hits with a dose series show IC50 in µM. hit rate 0.19% among 290,000. HTRF protein-protein interaction, Mint1-CaV2.2; higher % means a stronger effect; in the data active means inhibition mostly above about 51%, no sharp cut-off; inconclusive means no clear call, values can overlap the other calls; inactive means mostly below about 53%; further: some results filed as inactive read as strong as hits
# WT yeast gro inh: growth inhibition of WT yeast, mitochondrial fusion screen; inhibition, % at 10 µM; mitochondrial fusion phenotypic screen, WT strain; hit rate 2.1% among 190,000; in the data active means inhibition above about 58%; tested in S. cerevisiae
# Dynein cargo inh: blocks dynein driven cargo transport along microtubules. 3617.4 mouse cells, GR-EGFP nuclear translocation imaging; test concentration mostly 20 µM; stimulated with dexamethasone, 1 µM; hits give low values. z-score, hits read low. hit rate 0.47% among 220,000;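 active means plate z-score of nuclear minus cytoplasmic receptor signal below a set negative limit, without overly bright fluorescence or cell loss, cut at about -3.5 in these data, passing the limit was not always enough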;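 further: z-score of nuclear minus cytoplasmic ring GR-EGFP intensity difference per well; some compounds called inactive have numbers as strong as hits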
#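 Buffer or medium: tet-free medium with charcoal-stripped serum / Also added: dexamethasone agonist, 1.0 µM final, for 30 min / Timing: induction 48 h, compound 1 h, agonist 30 min / Measured by: high-content fluorescence imaging after fixation / Read-out: nuclear-to-cytoplasmic GR-EGFP distribution per well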
# MT stabilize HCS: stabilizes microtubules in HeLa cells | HeLa tubulin immunostaining HCS, 24 h; share of cells brighter than vehicle mean+2SD | % tubulin-high responders, % at 10 µM | hit rate 0.83% among 200,000 | AID 2205;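 active means plate Z-score above 3 for both tubulin-high and condensed-nucleus cell shares, with cell loss under 80%, at 10 µM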;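 further: anti alpha tubulin signal scored within the nucleus-defined area of each cell; some results filed as inactive read as strong as hits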
# HIV peptide binding: cell-free HIV fusion peptide-binding blockers – biochemical, uHTS, fluorescence dequenching, primary screen (AID 1986) | cell-free peptide binding, fluorescence dequenching, 30 min; higher % means a stronger effect | hit rate 0.3% among 290,000 | one-dose inhibition, % at 20 µM; IC50 in µM for titrated hits; in the data active means inhibition mostly above about 52%, no sharp cut-off; inactive means mostly below about 76%; further: some results filed as inactive read as strong as hits
# Insulin prom up: MIN6 insulin promoter up-regulation. AID 1625. MIN6 insulin promoter-GFP reporter, high-content imaging; hits give high values. hit rate 0.3% among 190,000. z-score at 5 µM;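 active means z-score above 3 at 5 µM with at least 500 cells counted in the well; inconclusive means wells under 500 cells, flagged as cytotoxic or low count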
# Autophagy mod: modulators of autophagy; MEF GFP-LC3 puncta imaging; test concentration mostly 10 µM; calls only at 10 µM (by protocol); hit rate 0.98% among 190,000; AID 463193;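 active means percentage of spot-positive cells more than 3 SD above its plate mean, without a fluorescence outlier flag or 80% toxicity; inconclusive means no clear call, values can overlap the other calls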;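 further: spot-positive cell cutoff set from DMSO-treated cells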
# WT yeast gro inh mutant strain: second read-out of WT yeast gro inh, no call of its own (marks repeat the call); inhibition, %; mitochondrial fusion phenotypic screen, mutant strain inhibition
# Dynein cargo inh cytoplasmic EGFP: second read-out of Dynein cargo inh, no call of its own (marks repeat the call); z-score; measured here: cytoplasmic GR-EGFP intensity; hits give high values
# Dynein cargo inh nuclear GR-EGFP: recorded beside Dynein cargo inh, whose call it bears; z-score; measured here: nuclear GR-EGFP intensity;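 lower value marks the stronger effect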
# Dynein cargo inh cell count: recorded beside Dynein cargo inh, whose call it bears; z-score; measured here: cell count per field
# Insulin prom up cell count: second read-out of Insulin prom up, no call of its own (marks repeat the call); cell count; measured here: cytotoxicity, nuclei count;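 total cells summed across four imaged fields per well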
# bCat nuc transl cell count 5 µM: recorded beside bCat nuc transl, whose call it bears; cell count; measured here: cell count, cytotoxicity flag
# MT stabilize HCS Hoechst-high %: also measured in MT stabilize HCS; calls as there; % Hoechst-high responders; measured here: nuclear condensation Hoechst responders;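 share of cells brighter than vehicle mean plus two SD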
# MT stabilize HCS cytotoxicity %: second read-out of MT stabilize HCS, no call of its own (marks repeat the call); toxicity, %; measured here: cytotoxicity by cell density;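 0% = mean cell density of plate MIN control wells and 100% = no cells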
# Autophagy mod cell loss 18 h: also measured in Autophagy mod; calls as there; toxicity, %; measured here: cell loss, nuclei count;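 cell loss after 18 h compound exposure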
# The depositor's hits bear a star; i = inactive; ? = inconclusive; . = no result given.
SMILES,Yfh1-depleted yeast,bCat nuc transl,bCat nuc transl cell count 5 µM,AID2073,WT yeast gro inh,WT yeast gro inh mutant strain,Dynein cargo inh,Dynein cargo inh cytoplasmic EGFP,Dynein cargo inh nuclear GR-EGFP,Dynein cargo inh cell count,MT stabilize HCS,MT stabilize HCS Hoechst-high %,MT stabilize HCS cytotoxicity %,HIV peptide binding,Insulin prom up,Insulin prom up cell count,Autophagy mod,Autophagy mod cell loss 18 h
O=C(O)c1ccc(NC(=O)c2cn(-c3ccccc3)nc2-c2ccc(Br)cc2)cc1,i,-2.2,1140,?,-16,7,-0.15,-0.29,0.45,-0.75,5.3,2.2,4.8,59%,-0.39,1624,i,13
CC1=C(C)CC(C(=O)c2ccc(C)cc2)C(C(=O)O)C1 (stereo not drawn),i,.,.,1%,-15,-8,-0.39,-0.33,-0.0024,0.48,1.4,0.9,7.9,0.8%,-0.33,1129,i,-11
Cc1ccc(C)c(C(=O)NC2CC(C)(C)NC(C)(C)C2)c1,i,.,.,3%,10,21,-0.67,-0.022,-0.33,1.6,2.3,1.9,4.6,0.2%,0.38,1209,i,-2
CCOC(=O)c1cc(C(=O)OCC)c2ccccn2c1=O,i,-0.7,1053,30%,-10,1,-0.17,-0.21,0.14,0.32,1.3,2.5,6.8,0.1%,.,.,i,-4
O=c1/c(=C/c2cn(-c3ccccc3)nc2-c2ccc(F)cc2)sc2nc3ccccc3n12,i,-2.9,971,4%,-15,9,0.57,-0.17,0.63,0.54,2.3,1.7,5.7,-0.4%,0.31,1578,i,13
COc1cccc(Oc2c(C)oc3c(CN4CCCC4)c(O)ccc3c2=O)c1,i,1.3,1306,46%,.,.,-1.1,-0.16,-0.48,0.63,.,.,.,0.3%,0.31,1078,.,.
CSCCC(NC(=O)/C(=C\c1ccc(Cl)cc1)NC(=O)c1ccccc1)C(=O)O (stereo not drawn),i,0.6,1567,5%,-3,3,0.21,-0.25,0.4,-0.057,2.8,1.2,1.8,-0.9%,0.84,1467,i,2
NC(=O)C(c1ncc(C(F)(F)F)cc1Cl)c1c(Cl)cccc1Cl (stereo not drawn),i,.,.,9%,3,-14,0.81,-0.25,-0.24,0.3,1.5,2.8,8.8,0.4%,.,.,i,8
C=CCN(c1ccccc1C(=O)O)S(=O)(=O)/C=C/c1ccccc1,i,-2.8,1102,4%,-12,-6,3,-0.19,0.67,-2.1,3.4,3.0,7.8,1.3%,0.38,1180,i,-11
COc1ccc(Cl)cc1NC(=O)C(OC)c1ccccc1 (stereo not drawn),i,-0.1,1355,-2%,-3,-21,0.7,-0.37,0.27,0.87,4.1,1.6,7.9,-0.5%,0.2,1434,i,9
C=CCN1C(=O)/C(=C/c2ccccc2)S/C1=N/c1nccs1,i,-0.7,1008,18%,21,4,0.09,-0.12,0.16,-0.49,1.5,2.6,7.6,1.5%,-0.15,1450,i,-5
CCOC(=O)N1CCN(C(=O)CN(Cc2ccccc2)S(=O)(=O)c2ccc(OC)c(C)c2)CC1,i,.,.,-5%,6,22,0.84,-0.22,0.57,1.1,1.7,2.1,20,1.7%,-0.9,1308,i,0
N#Cc1cccc(N=Cc2c(O)ccc3ccccc23)c1,i,24,535,-4%,0,-16,3.4,-0.24,1.6,-1.3,4.4,4.2,8.1,0.5%,0.16,1223,i,-12
COc1cc(/C=C2/C(=N)N3C=CSC3=NC2=O)ccc1OCCCOc1cc(C)ccc1C,i,-0.1,1297,10%,5,-7,0.37,-0.26,-0.72,-0.089,3.5,1.7,3.0,7.1%,-0.53,1583,i,3
CC(C)NC(=O)C1CCN(Cc2cnn(-c3ccccc3)c2-n2cccc2)CC1,i,0.5,1440,-2%,-17,-7,0.0091,-0.27,0.026,-0.23,3.2,2.7,6.1,0.7%,-0.74,1397,i,2
Clc1ccc2nc(N3CCCCC3)sc2c1,i,-1.9,1111,-1%,-10,-18,-0.79,-0.19,-0.55,-0.25,4.8,2.5,4.2,-0.9%,-0.22,1535,i,-6
O=C(NCc1ccco1)c1ccc(COCC(F)(F)C(F)F)cc1,i,0.3,865,0%,-24,-9,-0.59,-0.14,-0.046,0.16,6.0,2.7,4.7,-1.3%,-0.43,1419,i,-23
Cc1nnc(SCC(=O)NC(C)(C)C)n1NCc1c(F)cccc1Cl,i,0.2,979,12%,-9,0,-0.067,-0.23,0.075,0.92,2.5,1.9,4.9,-0.2%,.,.,i,24
Cc1ccc(NC(=O)NC2=NN(c3ccccc3)C(=O)/C2=C2/CCCN2C)cc1,i,1.3,987,-12%,-4,9,-0.2,-0.26,0.19,1.6,3.5,1.8,4.2,-1.7%,0.08,1135,i,1
CCc1nc2cc(Cl)c(Cl)cc2nc1CC,i,0.4,1303,2%,.,.,-0.44,-0.25,-0.42,0.55,.,.,.,0.4%,1.3,1289,.,.
COc1ccc(C(C(=O)NCC2CCCO2)N(C(=O)CNC(=O)c2cccs2)c2ccccc2C)cc1OC (stereo not drawn),i,0.8,1546,-6%,-11,4,0.41,-0.22,0.11,-0.13,3.0,1.9,8.1,0.9%,-0.25,1059,i,-9
COc1ccc(C2OCC3(CO2)SC(N)=NC3=O)cc1 (stereo not drawn),i,0.3,1150,-1%,8,3,0.47,-0.18,0.59,0.17,3.4,2.2,3.1,-0.5%,-0.08,927,i,3
CCOC(=O)Cc1csc(NC(=O)CN(C)S(=O)(=O)c2ccc3c(c2)CCC(=O)N3)n1,i,-0.2,1033,-2%,.,.,0.15,-0.18,0.19,0.51,2.7,2.0,0.8,-0.7%,-0.44,1631,i,3
O=C(CN1CCOCC1)Nc1ccc(C2CCCCC2)cc1,i,-3.5,1150,2%,4,31,1.6,-0.38,0.54,-0.92,4.8,2.1,4.2,-1.8%,-0.79,1065,i,13
O=C(CCC(=O)OCC(=O)c1ccccc1)NC1CCCCC1,i,-4.1,1233,-2%,3,4,-0.56,-0.25,-0.095,0.041,2.1,1.7,8.8,2.6%,-0.99,1059,i,5

# Structures listed so far that contain two or more sulfur atoms (two):
SMILES,Yfh1-depleted yeast,bCat nuc transl,bCat nuc transl cell count 5 µM,AID2073,WT yeast gro inh,WT yeast gro inh mutant strain,Dynein cargo inh,Dynein cargo inh cytoplasmic EGFP,Dynein cargo inh nuclear GR-EGFP,Dynein cargo inh cell count,MT stabilize HCS,MT stabilize HCS Hoechst-high %,MT stabilize HCS cytotoxicity %,HIV peptide binding,Insulin prom up,Insulin prom up cell count,Autophagy mod,Autophagy mod cell loss 18 h
C=CCN1C(=O)/C(=C/c2ccccc2)S/C1=N/c1nccs1,i,-0.7,1008,18%,21,4,0.09,-0.12,0.16,-0.49,1.5,2.6,7.6,1.5%,-0.15,1450,i,-5
CCOC(=O)Cc1csc(NC(=O)CN(C)S(=O)(=O)c2ccc3c(c2)CCC(=O)N3)n1,i,-0.2,1033,-2%,.,.,0.15,-0.18,0.19,0.51,2.7,2.0,0.8,-0.7%,-0.44,1631,i,3

# The listing continues.
SMILES,Yfh1-depleted yeast,bCat nuc transl,bCat nuc transl cell count 5 µM,AID2073,WT yeast gro inh,WT yeast gro inh mutant strain,Dynein cargo inh,Dynein cargo inh cytoplasmic EGFP,Dynein cargo inh nuclear GR-EGFP,Dynein cargo inh cell count,MT stabilize HCS,MT stabilize HCS Hoechst-high %,MT stabilize HCS cytotoxicity %,HIV peptide binding,Insulin prom up,Insulin prom up cell count,Autophagy mod,Autophagy mod cell loss 18 h
COC(=O)c1cc(NC(=O)CN2CCOCC2)cc(C(=O)OC)c1,i,-3.9,970,9%,-2,3,0.28,-0.15,0.47,0.52,6.4,1.7,8.4,0.4%,0.72,1324,i,8
CC1CCc2onc(C(=O)O)c2C1 (stereo not drawn),i,2.3,1091,-1%,-13,2,-0.16,-0.36,0.21,0.89,.,.,.,-0.5%,?,.,i,5
Cc1ccc(CCCOC(=O)C[N+]2(C)CCCC2)cc1,i,-0.2,866,-4%,10,-9,-0.26,-0.28,-0.33,0.28,1.9,1.8,5.3,-3.9%,.,.,i,14
CCOc1ccc(C(=O)NN2C(=S)NC(C)(C)C=C2C)cc1,i,-1.1,1388,2%,.,.,-0.36,-0.25,-0.24,1.2,.,.,.,-0.6%,-0.28,1105,.,.
Cc1ccc(C)c(N2CCN(C(=O)CCCCn3c(=O)[nH]c4ccccc4c3=O)CC2)c1,i,-4.3,944,-2%,-20,12,-0.12,-0.23,0.14,0.37,6.7,4.5,0.4,1.8%,-0.65,770,i,2
O=C(/C=C/c1ccc(O)c(O)c1)c1ccc(S(=O)(=O)N2CCCCCC2)cc1,i,-0.7,949,35%,-18,-21,-2.2,0.045,-1.2,0.072,1.3,4.0,7.4,34%,.,.,i,17
Cc1ccc(NC(=O)c2c(-c3ccccc3)noc2C)nc1,i,3.1,879,1%,-2,2,0.43,-0.17,0.34,-0.064,4.7,2.0,6.4,-0.6%,0,1344,i,4
Cc1nc(N2CCCCC2)c2c(C)c(C(=O)Nc3ccccc3C(F)(F)F)sc2n1,i,-0.5,1114,4%,66*,-19*,-0.2,-0.26,-0.045,-0.044,2.3,2.4,5.3,2.6%,-0.41,1338,i,5
COc1ccc(C(=O)NCCCCCC(=O)N/N=C/c2ccco2)cc1OC,i,-4.9,611,-5%,-18,-13,-0.61,-0.25,0.2,0.73,5.0,2.1,6.6,16%,0.7,1301,i,3
Cc1nn(-c2ccccc2)c(C)c1/C=N/N1CCN(c2ccccc2)CC1,i,-0.2,1025,-21%,-3,1,0.0092,-0.16,-0.29,0.83,2.3,1.4,6.9,-3.6%,-0.33,1906,i,18
COCC(=O)Nc1nnc(C2CCCCC2)s1,i,-4.7,1178,-2%,8,2,0.31,-0.23,0.13,-0.33,1.8,1.8,8.5,-4.1%,0.44,1142,i,2
